Screens deposited in PubChem BioAssay by National Center for Advancing Translational Sciences (NCATS).
TDP1 cell CPT: DT40-hTDP1 cell growth loss with CPT; chicken DT40 Tdp1-/-;hTDP1 cells + 20 nM CPT, ATP luminescence, 48 h; Potency, µM (series often up to 46.2 µM), inactives show at the top dose activity change, negative = growth inhibition, usual class: inhibitors; 420,000 tested, 12% active; note: nearly all actives have a fitted effect of over 55% in size
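Cell growth measured by CellTiter-Glo luminescence after a minimum 48 h, 37 C compound exposure with 20 nM CPT in Tdp1-knockout DT40 cells stably expressing hTDP1, seeded 400/well; qHTS titration format.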
DT40 TDP1 no CPT: qHTS for Inhibitors of human tyrosyl-DNA phosphodiesterase 1 (TDP1): qHTS in cells in absence of CPT. DT40 Tdp1-/- hTDP1 cells, no CPT, ATP luminescence, 48 h. Potency, µM (top dose mostly 46.2 µM), for inactives: at the highest dose activity change, negative = growth inhibition, hits mostly inhibitors. 420,000 tested, 15% active. AID 686978, 2013; note: nearly all actives have a fitted effect of over 55% in size
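Chicken DT40 Tdp1-/- cells stably complemented with human TDP1 were seeded at 400 cells/well with DMSO in place of 20 nM camptothecin. After compound pinning, cells grew at least 48 hr at 37 °C; viability read by CellTiter-Glo luminescence.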
TDP1 block: TDP1 (human) enzyme inhibition. Q9NUW8. recombinant TDP1, AlphaScreen DNA substrate cleavage. Potency, µM (highest dose often 130 µM), for inactives: at the highest dose activity change, negative = inhibition, actives largely listed as inhibitors. 350,000 tested, 0.28% active. AID 485290; note: nearly all actives have a fitted effect of over 40% in size
Target sequence (Q9NUW8 whole entry, looked up): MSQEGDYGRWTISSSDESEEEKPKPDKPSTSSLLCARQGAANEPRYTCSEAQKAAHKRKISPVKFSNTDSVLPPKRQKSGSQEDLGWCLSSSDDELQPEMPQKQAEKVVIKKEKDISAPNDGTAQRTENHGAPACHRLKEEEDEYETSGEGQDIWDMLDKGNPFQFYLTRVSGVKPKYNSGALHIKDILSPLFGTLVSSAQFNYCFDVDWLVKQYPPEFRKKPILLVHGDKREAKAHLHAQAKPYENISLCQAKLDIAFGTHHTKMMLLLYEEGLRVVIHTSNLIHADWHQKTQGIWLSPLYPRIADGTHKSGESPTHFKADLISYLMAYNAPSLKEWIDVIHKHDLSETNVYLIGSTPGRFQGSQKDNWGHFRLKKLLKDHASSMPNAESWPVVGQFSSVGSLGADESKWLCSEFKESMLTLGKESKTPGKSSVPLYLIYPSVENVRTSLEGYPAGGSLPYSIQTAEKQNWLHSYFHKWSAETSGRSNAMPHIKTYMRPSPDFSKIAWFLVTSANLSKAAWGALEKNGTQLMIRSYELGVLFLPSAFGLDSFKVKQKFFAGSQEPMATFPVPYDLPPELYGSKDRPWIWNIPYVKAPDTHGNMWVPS
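Recombinant human Tdp1 (E. coli-expressed, 1 nM final) preincubated with compounds 15 min at room temperature, then 5'-biotin/3'-phosphotyrosine-FITC DNA substrate (15 nM final) added for 5 min. AlphaScreen beads (10 ug/ml final) added 10 min; cleavage lowers signal.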
Starred values were filed as active, the others as inactive; ? = inconclusive; . = not tested or not shown; [ ] = dose if it differs, or a comment. Calls come from the whole dose curve; as a rule, active = well fitted curve in the direction sought with a large enough effect; inconclusive = small, poorly fitted or top-dose-only effect, or another doubt; inactive = no such curve, though single readings can be large; an effect the other way counts as inactive or inconclusive. % is set by controls: 0 for no effect and ±100 for the full control effect; potency is the fitted concentration of half-maximal effect. No enrichment for hits, and some 18% of all compounds hit somewhere here.

Preview, two compounds:
SMILES	TDP1 cell CPT	DT40 TDP1 no CPT	TDP1 block
COC(=O)C1(CO)NC(c2cccs2)C2C(=O)N(c3ccccc3)C(=O)C21 (stereo not given)	-23.0%	-11.2%	0.0%
COc1cccc(CC(=O)Nc2ccc3c(c2)CCC3)c1	-9.0%	?	.

All compounds of this part, from the start:
SMILES	TDP1 cell CPT	DT40 TDP1 no CPT	TDP1 block
COC(=O)C1(CO)NC(c2cccs2)C2C(=O)N(c3ccccc3)C(=O)C21 (stereo not given)	-23.0%	-11.2%	0.0%
COc1cccc(CC(=O)Nc2ccc3c(c2)CCC3)c1	-9.0%	?	.
CN1CCN(C(=S)c2cn(Cc3cccc(F)c3)c3ccccc23)CC1	?	20.6µM*	7.7%
O=C1NC(=O)C2(CCCCC2)N1	-0.8%	6.9%	.
COc1cc(CNC2CCCCC2OC)cc(OC)c1 (stereo not given)	-9.9%	?	1.2%
COc1ccc(CNC(=O)Cc2csc(Nc3nc(=S)[nH]c4ccccc34)n2)cc1	?	?	5.9%
O=C(Cn1cnc2c(nnn2Cc2ccccc2)c1=O)NCc1ccco1	3.8%	-1.3%	4.1%
CC(C)CC(=O)OCc1cc(=O)n2nc(C3CCCCC3)sc2n1	-7.4%	?	0.6%
CCc1ccc(OCC(=O)N2CC(C(=O)OC)Oc3ccccc32)cc1 (stereo not given)	-5.3%	-23.4%	.
O=C(NC1CC2CCCC(C1)N2C(=O)N1CCCCC1)C1CCCCC1 (stereo not given)	?	-8.2%	7.8%
CCN(CC)S(=O)(=O)c1ccc(N2CCOCC2)c(NC(=O)CCC2CCCCC2)c1	20.6µM*	?	2.7%
O=C(c1ccc(F)cc1)C(C(=O)N1CCCCC1)n1ccccc1=O (stereo not given)	-17.6%	-11.3%	4.9%

New compounds follow:
SMILES	TDP1 cell CPT	DT40 TDP1 no CPT	TDP1 block
Cc1c(NS(=O)(=O)c2cccc(C(=O)N3CCC(C)CC3)c2)c(=O)n(-c2ccccc2)n1C	-11.0%	-22.7%	-1.5%
COc1cc(OC)cc(C(=O)Nc2ccn(C)n2)c1	-5.4%	-3.5%	0.1%
CCc1cc(C(=O)Nc2ccccc2)cs1	-2.0%	-23.4%	-2.3%
Cc1ccc(CCNC(=O)CCCc2nnc3n(C)c(=O)c4sccc4n23)cc1	?	?	2.9%
CSc1ccc(S(=O)(=O)NCC(=O)OC2CCOC2=O)cc1[N+](=O)[O-] (stereo not given)	1.0%	5.6%	.
COc1ccc(CCNC(=O)c2ccc(-n3c(C)cc4c3CCCC4)cc2)cc1OC	?	18.4µM*	6.2%
COc1ccc(-c2nnn(Cc3nc(N)nc(N4CCOCC4)n3)n2)cc1OC	-13.7%	-28.7%	2.5%
CC1(C)N=C(N)NC(Nc2cccc(Br)c2)=N1	-18.7%	-5.2%	5.1%
CC(C(=O)Nc1ccccc1)N(c1cccc(Cl)c1)S(C)(=O)=O (stereo not given)	-8.2%	-6.8%	2.7%
O=c1nc2ccccc2c2n1CC(CN1CCN(c3ccccc3)CC1)N2 (stereo not given)	7.2%	-6.2%	6.1%
S=C(Nc1ccccc1Cl)NC1CC2CCCC(C1)N2C1CC1 (stereo not given)	?	?	1.8%
O=Cc1c(Sc2ccccc2)nc2ccccn2c1=O	?	16.4µM*	2.2%

Remaining list, next part:
SMILES	TDP1 cell CPT	DT40 TDP1 no CPT	TDP1 block
CC(C)C(NC(=O)c1ccccn1)c1nnc2n1CCN(Cc1ccc3ccccc3c1)CC2 (stereo not given)	?	?	.
Cc1cc(O)cc(=O)o1	-9.8%	-7.5%	1.1%[56.1 µM]
CN1CC(=O)N(CC(=O)Nc2ccc(OC(F)(F)F)cc2)c2ccccc2C1=O	-0.4%	-20.7%	0.5%
S=C(NCCC(c1ccccc1)c1ccccc1)Nc1cccc(Cl)c1	?	14.6µM*	7.3%
O=C(CSc1nnc(-c2ccncc2)n1-c1ccccc1)NCC1CCCO1 (stereo not given)	-2.3%	14.2%	0.2%[56.1 µM]
Fc1ccc(-n2ncc3c(Nc4ccc5c(c4)OCCO5)ncnc32)cc1	13µM*	29.1µM*	5.2%
COc1ccc2c(c1)CC(C)C/C2=N\NC(=O)c1ccco1 (stereo not given)	0.1%	?	3.7%
CC(=NNc1ccc2ccccc2n1)c1ccccc1O	?	?	.
Cc1cccc2sc(N(CCCN(C)C)C(=O)c3nc4ccccc4s3)nc12	13µM*	13µM*	-3.4%
COc1ccccc1C(=O)NC(=O)COc1ccc([N+](=O)[O-])cc1	0.4%	-9.7%	.
COc1cccc(Cn2nnc(C(=O)NCc3ccc(F)cc3)c2N)c1	?	-17.5%	3.9%
O=C(CSc1nnc(COc2ccc(F)cc2)o1)N1CCCCC1	-2.5%	-19.8%	.

Further records follow.
SMILES	TDP1 cell CPT	DT40 TDP1 no CPT	TDP1 block
O=C(O)COc1ccc(/C=N/NC(=O)c2ccc(-c3csc(Nc4ccc(Cl)cc4)n3)cc2)cc1	7.1%	7.3%	.
CC(C)CC(CO)N1CCN(C(=O)c2ccc(Cl)cc2Cl)CCC1=O (stereo not given)	-15.8%	-11.6%	1.3%
CC(=O)C(Sc1ncnc2sc3c(c12)CCCC3)C(C)=O	13µM*	?	6.0%
Cc1ccc(S(=O)(=O)N2CCN(C(=O)COC(=O)CNC(=O)c3ccccc3)CC2)c(C)c1	-17.1%	-25.8%	-12.2%
COc1ccc(CN(C)C(=O)/C=C/c2ccc(S(=O)(=O)N3CCOCC3)cc2)cc1F	16.4µM*	20.6µM*	0.6%
COc1n[nH]c(C(=O)NCc2ccccc2)c1[N+](=O)[O-]	-2.6%	-1.5%	0.0%
CC#CCc1cc2ccccc2c(=O)o1	-0.3%	-24.3%	.
O=C1CCCCN1CCCC(=O)N1CCCC(Nc2ccc(F)cc2)C1 (stereo not given)	?	-24.8%	5.0%
c1ccc2cc3[nH]c(CN4CCOCC4)nc3cc2c1	-3.0%	-23.9%	4.2%
CN(C)c1ccc(/C=C/c2ccc3ccccc3[n+]2C)cc1	0.164µM*	0.13µM*	2.6%
Cn1c(Cn2cnc(Cl)c2Cl)nc2ccccc21	0.4%	-11.9%	0.0%
O=C(Nc1ccc(Oc2ccc(NC(=O)c3ccco3)c(NC(=O)c3ccco3)c2)cc1)c1ccco1	?	?	6.6%

Going on with the list:
SMILES	TDP1 cell CPT	DT40 TDP1 no CPT	TDP1 block
Cc1ccc(S(=O)(=O)N2CCC(C(=O)Nc3cccnc3)CC2)cc1	5.7%	-1.3%	0.4%
CC(C)(C)OC(=O)N1CCCN(C(=O)Nc2ccc(OC(F)(F)F)cc2)CC1	-70.4%	?	.
O=C(CCSc1nc2ccccc2o1)N1CCOCC1	-2.9%	-18.3%	6.8%[56.1 µM]
Cc1noc(C)c1COc1ccc(C(=O)Nc2cccnc2)cc1	12.3%	-22.2%	0.5%
CC(C)(C)NC(=O)CN(C(=O)CS(=O)CC(=O)Nc1ccc(F)cc1)c1ccccc1 (stereo not given)	-7.7%	-2.3%	1.9%
CC1(C(=O)Nc2ccc(F)c(Cl)c2)Cc2c(-c3ccccc3)ccnc2O1 (stereo not given)	?	?	.
O=C(CN1C(=O)NC2(CCCCC2)C1=O)N1CCc2ccccc2C1	2.9%	-6.1%	0.0%
CNC(=O)c1cc(NC(=O)N(CCC#N)CCN(C(=O)NC(Cc2ccccc2)C(=O)NC(CC(C)C)C(=O)NC)c2ccccc2)ccc1OC (stereo not given)	?	-38.5%	.
CC1CCCN(C(=O)CN2CCN(C(=O)c3ccco3)CC2)C1 (stereo not given)	-21.1%	-6.0%	5.6%
CC(Oc1ccccc1)C(=O)N[C@@H]1C(=O)N2[C@@H]1SC(C)(C)[C@@H]2C(=O)OCc1ccccc1 (stereo not given in full)	?	?	.
COc1cc(/C=N/NC(=O)c2ccc3nc[nH]c3c2)ccc1O	12.7%	-1.5%	2.6%
C/C(=N\NC(=O)c1ccc(NS(=O)(=O)c2cccs2)cc1)c1ccc(Cl)cc1	?	23.1µM*	5.6%

(continued)
SMILES	TDP1 cell CPT	DT40 TDP1 no CPT	TDP1 block
COc1ccc(C)cc1S(=O)(=O)NC1CCCC1	2.8%	-5.5%	2.1%
CC(=NCc1ccccc1)C1=C(O)COC1=O	-22.4%	-2.9%	-1.0%
O=C(Nc1nc2c(s1)CN(Cc1ccccc1)CC2)C1CCC1	?	?	7.5%
CC(=O)NC(C1C(=O)CC(C)(C)CC1=O)(C(F)(F)F)C(F)(F)F	-2.0%	-4.5%	5.7%
COc1cc(Cl)c(NS(=O)(=O)c2ccc3c(c2)CC(C)N3C(=O)C2CCC2)c(OC)c1 (stereo not given)	6.51µM*	5.8µM*	8.7%
COc1cc(C(=O)COC(=O)c2cccs2)cc(OC)c1OC	3.1%	-2.8%	-1.0%
c1ccc2c(-c3[nH]ncc3CNCCCn3ncc4ccccc43)cccc2c1	18.4µM*	11.6µM*	3.0%
COc1ccc(-c2nc(SC(C)C(=O)c3c(N)n(C)c(=O)n(C)c3=O)n[nH]2)cc1 (stereo not given)	?	?	1.7%
Cc1ccc(C)c(NC(=O)COC(=O)c2cc(=O)c3ccccc3o2)c1	-1.9%	-14.4%	-10.5%
CC(=O)N1c2c(cc(Br)cc2S(=O)(=O)N2CCOCC2)CC1C (stereo not given)	-3.6%	-12.0%	2.1%
[O-][N+]12CC[N+]([O-])(CC1)c1ccccc12	-3.0%	-20.2%	-2.0%
COc1ccc(CNC(=O)CN(C(=O)CCC(=O)Nc2ccccn2)c2ccc(C)cc2)cc1	-1.3%	-20.8%	10.9%

(listing goes on)
SMILES	TDP1 cell CPT	DT40 TDP1 no CPT	TDP1 block
CC12CCC(C[N+](C)(CCC[N+](C)(C)C)C1)C2(C)C (stereo not given)	?	?	.
Cc1c(/C=N/NC(N)=O)c2ccccn2c1C(=O)c1ccc(F)cc1	?	9.2µM*	-5.6%
Nc1cccc2c1C(=O)N(C(=O)c1ccc(Cl)c(S(=O)(=O)N3CCCCCC3)c1)C2=O	-5.7%	-8.0%	-0.9%
C#CCOc1ccccc1CNC1CCN(Cc2ccccc2)CC1	?	20.6µM*	.
CCCC12CN3CC(CCC)(CN(C1)C3c1ccc(OC(C)C)cc1)C2=O (stereo not given)	?	16.4µM*	.
CSc1nc(N)c2c3c(sc2n1)CN(C)CC3	12.3%	0.3%	.
COc1ccc(NC(=O)c2nc[nH]c2C(=O)N[C@H](C)c2ccccc2)cc1	?	?	11.2%
CCSc1nnc2c(n1)OC(c1ccc(C)s1)Nc1ccccc1-2 (stereo not given)	?	?	-2.1%
COc1ccc2c(c1)CC(C(=O)NCCCN1CCN(c3ccc(F)cc3)CC1)CO2 (stereo not given)	20.6µM*	25.9µM*	6.5%
CC(=O)c1cc(C(=O)N2CCc3c([nH]c4ccccc34)C2C2CCCCC2)[nH]n1 (stereo not given)	-27.9%	?	9.4%
O=C(COc1ccc(Cl)cc1)N(Cc1ccco1)C1CCS(=O)(=O)C1 (stereo not given)	8.0%	-27.7%	4.1%
CCc1ccc2c(c1)NC(=O)C2(C)Cc1ccccc1OC (stereo not given)	?	?	.

New compounds follow.
SMILES	TDP1 cell CPT	DT40 TDP1 no CPT	TDP1 block
OC(COCC1COc2ccccc2O1)CN1CCCCC1 (stereo not given)	-16.0%	-1.4%	0.6%
Cc1nc(N/N=C/c2cccc(F)c2)cc(N2CCOCC2)n1	?	?	.
CCOC(=O)c1nn(-c2ccc(Cl)cc2C)ccc1=O	2.2%	8.9%	6.1%
CC(=O)NS(=O)(=O)c1ccc(NC(=O)c2cc(-c3cccs3)nc3ccccc23)cc1	4.0%	-25.7%	4.6%
COc1ccc(N2c3ccccc3CN(Cc3ccccc3)[C@@H](C)[C@H]2Cc2cccnc2)cc1	?	20.6µM*	.
N#CC1=C(N)Oc2c(ccc3cccnc23)C1c1ccncc1 (stereo not given)	-20.9%	?	1.2%
O=C(Nc1cccc(S(=O)(=O)N2CCOCC2)c1)c1cc2ccccc2o1	-23.2%	-27.2%	1.9%
Cc1cccc(C)c1OCC(=O)Nc1cccc(C(=O)O)c1	3.9%	1.1%	-1.2%
Cn1c(N)c(C(=O)CSc2nc(C3CC3)n(-c3ccccc3)n2)c(=O)[nH]c1=O	-18.4%	-9.9%	-5.9%
Cc1cc(C)c(OCC(=O)Nc2ccc3c(c2)OCO3)cc1C	-8.5%	-13.4%	-4.1%
CCOc1ccccc1C(=O)N/N=C/c1ccoc1	6.7%	19.8%	50.1µM*
Cc1cc(C)c(S(=O)(=O)NCc2cn3c(C)csc3n2)c(C)c1	2.2%	-12.9%	5.1%
COc1ccc(C2C(C(=O)NCc3ccccc3)=C(C)Nc3ncnn32)cc1OC (stereo not given)	10.7%	5.6%	0.5%
